# PTAP TSG101 blk = qHTS Assay for Iinhibitors of HIV-1 Budding by Blocking the Interaction of PTAP/TSG101; Fluorescence polarization, FITC-PTAP peptide / Tsg101 binding; Tumor susceptibility gene 101 protein (Homo sapiens), Q99816; 340,000 tested, under 10 active; Potency, µM (highest dose often 115 µM), without a hit: at the top dose activity change, negative = inhibition, actives largely listed as inhibitors; AID 493005, 2010; active = well fitted inhibition curve with a large enough effect in the main read-out, with a control signal flat, not every such curve was filed as active; inconclusive = small, poorly fitted or top-dose-only effect, or effect the other way, or a change in a side signal; inactive = no such curve, though single readings can be large or run the other way; also: potency is read from the fitted curve at half-maximal effect; % of control where 0% means no effect
#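 Fluorescence anisotropy tracks displacement of a FITC-tagged PTAP peptide (50 nM) from the Tsg101 binding domain (10 uM), following a 20 min room-temperature incubation at pH 7.5.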
# p53 reactivation = qHTS assay for re-activators of p53 using a Luc reporter; Potency, µM (highest dose often 92.2 µM), for the others: top-dose activity change, positive = activation, usual class: activators; H1299 p53-A138V BP100-luciferase reporter, luminescence, 24 h; 320,000 tested, 0.063% active; also: potency is read from the fitted curve at half-maximal effect; % of control where 0% means no effect; nearly all actives have a fitted effect of over 45% in size
#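 H1299 (p53-null), stable ts p53-A138V + BP100-Luc; 1000 cells/well, Opti-MEM/10% FBS; cpd 4 pt, 1:5; 24 h, 37 deg C, 5% CO2; detection reagent 10 min RT; luminescence.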
# TCR activator = Activators of T cell receptors: qHTS campaign. Potency, µM (doses to about 9.22 µM), for inactives: at the highest dose activation of IL-2 secretion, hits mostly activators. AID 504894, 2011. 330,000 tested, under 10 active. primary human leukocytes, anti-CD3, IL-2 HTRF, 48 h; also: % of control where 0% means no effect
#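 Human primary leukocytes + a-CD3 beads + cpd, 48 hr; IL-2 in supernatant by HTRF (ex 320nm / em 665nm). No co-stimulatory signal supplied.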
# Integrin act MD = qHTS for Activators of Integrin-Mediated Alleviation for Muscular Dystrophy | Potency, µM (top dose mostly 38.3 µM), for the others: top-dose activation, actives largely listed as activators | alpha7betagal myoblasts, beta-gal FDG fluorescence, 48 h | 350,000 tested, 0.064% active;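 also: potency is read from the fitted curve at half-maximal effect; 100% = response of the positive control SU9516; nearly all actives have a fitted effect of over 60% in size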
#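 Alpha7betagal+/- myoblasts (passage 13) were plated 16-24 hr, then exposed to compounds (1:260 dilution of DMSO stock) for 48 hours at 37C. After MPER lysis, β-galactosidase reporter activity was read as FDG fluorescence (ex 480/em 540) after 30 minutes.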
# CXXC DNA block = qHTS Fluorescence Polarization Assay for Inhibitors of MLL CXXC domain - DNA interaction. 290,000 tested, 0.037% active. AID 2662, 2010. Potency, µM (titrated, usually from 115 µM), for inactives: top-dose activity change, negative = inhibition, hits mostly inhibitors. MLL-CXXC / FITC-HOXA9 DNA fluorescence polarization; active = well fitted inhibition curve with a large enough effect in the polarisation, with a control signal flat, not every such curve was filed as active; inconclusive = small, poorly fitted or top-dose-only effect, or effect the other way, or a change in a side signal; inactive = no such curve, though single readings can be large or run the other way; the % refers to the polarisation; also: potency is read from the fitted curve at half-maximal effect
#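 Fluorescence polarization: 7 uM MLL-CXXC (stock) preincubated 5 min with compounds, then 50 nM fluorescein-HOX-A9 DNA (stock) added; 30 min ambient. Buffer 50 mM Tris-HCl pH 7.5, 50 mM NaCl, 1 mM DTT, 0.05% BSA.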
# BRCA1 expr up = qHTS Assay to Identify Small Molecule Activators of BRCA1 Expression. MCF7-BRCA1-FFLuc reporter, luminescence, 48 h; response scale: scaled: vehicle 0%, 10 µM genistein 100%. 380,000 tested, 1.1% active. Potency, µM (top dose mostly 46.1 µM), for the others: at the top dose activation, hits mostly activators; also: potency is read from the fitted curve at half-maximal effect; nearly all actives have a fitted effect of over 80% in size; some results filed as inactive show a strong effect at the top dose
#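 Reporter cells (MCF7, BRCA1 promoter-firefly luciferase) received library compounds across a concentration series for 48 h. End-point luminescence was measured and concentration-effect curves derived after normalization.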
# AT treatment = qHTS Assay for Identifying a Potential Treatment of Ataxia-Telangiectasia; 320,000 tested, 0.19% active; Potency, µM (series often up to 57.5 µM), without a hit: at the highest dose activation, most hits filed as activators; AID 485349, 2010; […] A-T fibroblasts, KAP-1 phosphorylation AlphaLISA; neocarzinostatin DNA damage 30 min before lysis; also: potency is read from the fitted curve at half-maximal effect; % of control where 0% means no effect; nearly all actives have a fitted effect of over 45% in size
#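 hTERT-immortalized A-T patient fibroblasts ([…]), 500 cells/well in OPTI-MEM, 1% FBS, got compounds for 60 min, then NCS for 30 min at 37C. Lysates were then assayed for phospho-KAP-1 by AlphaLISA (anti-pKAP1 donor, anti-KAP1 acceptor beads), 6 hr at 25C.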
# TRPV1 ag = HTS Assay for Compounds that Act as Agonists of the Vanilloid Receptor 1; Transient receptor potential cation channel subfamily V member 1 (Homo sapiens), Q8NER1; TRPV1-expressing cells, Fluo-8 calcium influx, agonist mode; activation, % at 8.33 µM; 320,000 tested, 0.19% active; in the data active = activation above about 80%; inconclusive = between about 30% and that limit; also: 0% is about no effect
# Target sequence (Q8NER1 whole entry, looked up): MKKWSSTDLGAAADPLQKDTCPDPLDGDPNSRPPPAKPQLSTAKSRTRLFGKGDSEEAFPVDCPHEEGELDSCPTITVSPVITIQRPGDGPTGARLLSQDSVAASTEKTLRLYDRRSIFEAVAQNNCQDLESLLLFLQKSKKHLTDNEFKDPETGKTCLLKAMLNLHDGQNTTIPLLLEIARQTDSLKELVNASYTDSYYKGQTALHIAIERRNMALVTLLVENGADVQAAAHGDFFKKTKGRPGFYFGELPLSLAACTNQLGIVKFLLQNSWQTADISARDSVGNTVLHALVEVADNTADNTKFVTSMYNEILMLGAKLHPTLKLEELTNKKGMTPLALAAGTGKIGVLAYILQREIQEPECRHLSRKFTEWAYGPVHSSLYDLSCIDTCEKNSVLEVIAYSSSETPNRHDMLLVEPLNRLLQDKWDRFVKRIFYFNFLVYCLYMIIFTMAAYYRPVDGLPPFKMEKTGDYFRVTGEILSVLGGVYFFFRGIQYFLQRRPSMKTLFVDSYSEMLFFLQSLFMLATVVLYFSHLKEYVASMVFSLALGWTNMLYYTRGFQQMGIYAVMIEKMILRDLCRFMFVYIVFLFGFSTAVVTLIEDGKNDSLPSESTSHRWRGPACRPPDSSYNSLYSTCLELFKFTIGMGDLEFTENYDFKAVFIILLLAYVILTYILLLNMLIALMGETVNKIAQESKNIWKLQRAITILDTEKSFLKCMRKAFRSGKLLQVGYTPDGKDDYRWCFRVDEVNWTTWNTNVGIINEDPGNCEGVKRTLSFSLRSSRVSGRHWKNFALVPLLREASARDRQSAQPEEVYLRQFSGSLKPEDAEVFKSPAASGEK
#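 Cells expressing TRPV1 were dye-loaded with Fluo-8 and read kinetically: 10 s baseline, 3 min after compound (agonist portion), then 2 min after EC20 capsaicin (allosteric enhancer portion). Calcium-bound dye fluorescence at 480/520 nm.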
# ELG1 DNA repair = qHTS screen for small molecules that inhibit ELG1-dependent DNA repair in human embryonic kidney (HEK293T) cells expressing luciferase-tagged ELG1 | Potency, µM (highest dose often 46.1 µM), for inactives: at the highest dose activity change, negative = inhibition, most hits filed as inhibitors | HEK293T ELG1-luciferase reporter, luminescence, 16 h; DNA damage induced by 5-fluorouridine | 330,000 tested, 2.3% active; also: potency is read from the fitted curve at half-maximal effect; % is scaled to controls: 0 for no effect and ±100 for the full control effect; nearly all actives have a fitted effect of over 55% in size
#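 Quantitative HTS, concentration-response format. 2,000 cells/well co-treated with 5-fluorouridine and compound, 16 hr in 5% CO2 at 37 °C; ONE-Glo luminescence read after 30 min.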
# B2AR arrestin = qHTS assay of beta-arrestin-biased ligands of beta2-adrenergic receptor | beta-arrestin recruitment to beta2AR, cell-based reporter | Potency, µM (highest dose often 46.1 µM), for the others: at the top dose activation, hits mostly activators | 330,000 tested, 0.02% active;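 also: potency is read from the fitted curve at half-maximal effect; 0% = DMSO controls and full agonism = EC100 isoproterenol or metaproterenol; nearly all actives have a fitted effect of over 65% in size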
# An asterisk follows results filed as active; u = inconclusive; x = no result given; & = joins results of further samples; [ ] = another dose, or the depositor's remark. Unless noted, calls follow the shape of the dose curve; as a rule, active = well fitted curve in the direction sought with a large enough effect; inconclusive = small, poorly fitted or top-dose-only effect, or another doubt; inactive = no such curve, though single readings can be large; an effect the other way counts as inactive or inconclusive.
SMILES,PTAP TSG101 blk,p53 reactivation,TCR activator,Integrin act MD,CXXC DNA block,BRCA1 expr up,AT treatment,TRPV1 ag,ELG1 DNA repair,B2AR arrestin
CC1=NCCN1S(=O)(=O)c1c(C(C)C)cc(C(C)C)cc1C(C)C,-6%,-2%,0%,-16%,5%,-23%,-8%,-2,u,0.2%
Cc1cc(N2CCOCC2)n2ncc(-c3ccc(Cl)cc3)c2n1,-4%,u,-3%,-14%,0%,u,3%,-1,u,-1.1%
C(=N\n1cnnc1)/c1ccc2ncccc2c1,2%,-3%,1%,16%,5%,34%,x,-2,16%,-0.1%
Cc1ccc(/C(O)=C2/C(=O)C(=O)N(Cc3cccnc3)C2c2ccccn2)cc1 (configuration not stated),-8%,5%,-7%,-8%,8%,-2%,-5%,0,19%,0.4%
COc1ccc(-c2nn(-c3ccccc3)cc2C(=O)N2CCOCC2)cc1,-6%,-1%,-3%,-17%,2%,-4%,-5%,u,-3%,0.1%
COC(=O)c1sccc1NC(=O)c1c(C)c(-c2cccc(Cl)c2)nc2ccccc12,-3%,-8%,4%[46.1 µM],8%,8%,-48%,2%,-2,u,-0.5%
CSc1ccccc1OCc1cc(C(=O)NCCC2=CCCCC2)no1,-1%,u,0%,15%,u,1%,2%,u,23%,-0.1%
COc1ccc(-n2cnc3cc(NCc4cccs4)ccc32)cc1,-2%,u,-5%,-23%,-5%,98%,0%,u,u,0.1%
CC(=O)Oc1cc2cccc(OC(C)=O)c(=O)c2c(OC(C)=O)c1OC(C)=O,-3%,0%,6%,-30%,u,-68%,-3%,-1,-8%,0.3%
CCOC(=O)c1c[nH]c2ccc3ccccc3c2c1=O,-1%,-5%,x,34%,28%,21%,6%,8,-5%,-0.2%
CCCc1cc(=O)n2nc(N3CCC(C(=O)NCc4ccco4)CC3)sc2n1,-6%,11%,6%,-23%,-5%,21%,1%,-1,29%,0.3%
O=C(/C=C/c1ccc(F)cc1)NC(=S)NNC(=O)[C@H]1C[C@@H]1c1ccccc1,-1%,21%,-4%,-49%,0%,-19%,8%,-5,u,-1.0%
CCCN1CCC(NC(=O)C2CCN(C(C)=O)CC2)CC1,-1%,-3%,x,0%,-7%,4%,2%,-1,20%,-0.2%
CCOc1ccc(C(=O)NC(=S)Nc2ccc(NC(=O)c3ccco3)cc2)cc1[N+](=O)[O-],-6%,5%,-6%[46.1 µM],-2%,8%,2%,1%,-7,u,-0.3%
COC(=O)c1ccc(CS(=O)(=O)c2ccc(C)cc2)o1,-2%,-7%,6%,7%,24%,24%,-7%,-4,-3%,0.0%
O=C(N[C@@H](Cc1ccccc1)C(=O)OCc1ccccc1)c1ccco1,-1%,2%,0%,1%,x,-11%,-12%,x,-6%,0.2%
O=C(CSc1cn(CC(=O)N2CCOCC2)c2ccccc12)N1CCOCC1,-5%,-14%,-6%,3%,-1%,24%,6%,-2,14%,-0.6%
CCOC(=O)c1c(C#N)c(SCC(=O)Nc2ccc(OC)cc2)nc2c1CN(CC)CC2,-5%,1%,-1%,-11%,-4%,-2%,0%,0,-17%,0.3%
Cc1ccccc1C(=O)Nc1ccnn1C1CCN(C2CCSCC2)CC1,-2%,15%,-2%,25%,-11%,-8%,-17%,0,17%,-1.1%
Cc1cc(Cl)ccc1OC(C)C(=O)Nc1ccccc1N1CCOCC1 (configuration not stated),-1%,-2%,-5%,-6%,-1%,-46%,3%,11,-4%,-0.6%
NS(=O)(=O)c1ccc(NC(=O)Cn2nc(C(=O)O)c3ccccc3c2=O)cc1,-4%,6%,-1%,74%,2%,-11%,-5%,0,2%,0.0%
CCCCNC(=O)C1(O)c2ccccc2NC(=O)N1c1ccc(Cl)cc1 (configuration not stated),-7%,4%,-2%,-19%,6%,53%,-6%,6,0%,-0.3%
COc1ccc(CN(C)C(=O)COC(=O)c2cc([N+](=O)[O-])ccc2N2CCCC2)c(OC)c1OC,-5%,-7%,x,41%,x,-20%,-4%,x,15µM*,-0.4%
CC(C)c1ccc(CN2CCC(Oc3ccc(C(=O)N4CCCC4)cc3)CC2)cc1,-5%,30%,-2%,-57%[inhibitor],u,-23%,8%,4,-18%,3.7%
O=C(CO/N=C/c1ccc2c(c1)OCO2)Nc1cccc(Br)c1,-1%,-1%,3%[46.1 µM],11%,12%,0%,-1%,28,-2%,0.3%
S=C(NC1CCCCC1)c1ccc2c(c1)OCO2,-8%,13%,3%,7%,-6%,67%,3%,18,u,-0.3%
CCOC(=O)c1[nH]c2ccccc2c1NC(=O)c1ccc(S(=O)(=O)N2CCOCC2)cc1,-2%,0%,-3%,-4%,1%,-5%,2%,4,u,-0.4%
Cc1ccc2nc(C)cc(N/N=C/c3ccc(F)cc3)c2c1,-1%,-3%,-4%,-5%,-3%,14%,1%,25,-6%,0.5%
O=C(CSc1ccc2c(c1)OCCO2)Nc1cccnc1Cl,-5%,4%,2%,10%,11%,-6%,5%,3,u,-0.2%
CCc1cc2c(-c3ccccc3)cc(=O)oc2cc1OC(C)C(=O)O (configuration not stated),-5%,3%,-5%,-38%[inhibitor],-21%,0%,5%,-3,-3%,-0.3%
O=C(CNC(=O)OCc1ccccc1)Oc1ccc2ccc(=O)oc2c1,-6%,2%,-3%,-6%,1%,8%,u,-2,21%,0.5%
O=C(COC(=O)Cc1ccsc1)Nc1ccccc1Cl,-2%,4%,3%,12%,x,-22%,3%,15,6%,0.2%
CCN(C(=O)COC(=O)/C=C/c1ccc2c(c1)OCO2)c1c(N)n(Cc2ccccc2)c(=O)[nH]c1=O,-1%,x,3%,15%,x,-17%,x,x,x,x
Fc1ccc(CSc2ccc(-c3ccc4c(c3)OCO4)nn2)cc1,-1%,4%,5%[46.1 µM],9%,1%,35%,3%,12,u,-0.3%
COc1ccc(C(NC(C)=O)c2cc(Cl)c3cccnc3c2O)cc1OC (configuration not stated),-2%,-3%,4%,-12%,-3%,-87%&-2%,5%,-1,u,0.3%
NS(=O)(=O)c1ccc2nc(NC(=O)c3ccc(Br)o3)sc2c1,0%,8%,-2%,7%,-3%,u,5%,2,u,0.2%
COC(=O)Cc1ccc(OC(=O)CCS(=O)(=O)c2ccc(C)cc2)cc1,-5%,4%,1%,-1%,x,-15%,-5%,1,0%,0.1%
Cc1ccc(C(=O)OCC(=O)c2ccc(Br)cc2)cc1S(=O)(=O)N1CCOCC1,-7%,x,-1%,-10%,x,9%,x,x,x,x
COc1cccc(CNC(=O)C2CCN(S(=O)(=O)c3ccc4c(c3)CCC(=O)N4)CC2)c1,-3%,-4%,-2%,13%,-7%,-9%,-6%,0,-7%,-3.6%

# Three entries already listed, ordered by heavy-atom count, lowest first:
SMILES,PTAP TSG101 blk,p53 reactivation,TCR activator,Integrin act MD,CXXC DNA block,BRCA1 expr up,AT treatment,TRPV1 ag,ELG1 DNA repair,B2AR arrestin
NS(=O)(=O)c1ccc2nc(NC(=O)c3ccc(Br)o3)sc2c1,0%,8%,-2%,7%,-3%,u,5%,2,u,0.2%
Fc1ccc(CSc2ccc(-c3ccc4c(c3)OCO4)nn2)cc1,-1%,4%,5%[46.1 µM],9%,1%,35%,3%,12,u,-0.3%
COC(=O)Cc1ccc(OC(=O)CCS(=O)(=O)c2ccc(C)cc2)cc1,-5%,4%,1%,-1%,x,-15%,-5%,1,0%,0.1%

# Compound activity deposited in PubChem BioAssay by National Center for Advancing Translational Sciences (NCATS).
